Screens as filed in PubChem BioAssay.
CHO-K1 Ca antag: counter-screen for M1 antagonists: effect in parental CHO-K1 cells. ATP-induced calcium, Fluo-8 fluorescence. inhibition, % at 3 µM. 0.6% of 360,000 active. AID 602250;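 active = inhibition above a per-plate cutoff, the plate's mean sample inhibition plus 3 SD, cut at about 24% in these data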;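 note: 0% = DMSO plus EC80 ATP and 100% = DMSO alone without ATP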
CHO-K1 Ca ag: counter-screen for M1 agonists: effect in parental CHO-K1 cells | Fluo-8 calcium fluorescence; scaled to maximal ATP response, vehicle zero | 0.48% of 360,000 active | AID 602248 | activation, % at 3 µM; in the data active = activation above about 15%;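 note: untransfected CHO-K1 host cells lacking M1 receptor as counterscreen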
V1R ag counter: counter-screen for oxytocin receptor agonists: human V1a receptor agonists | P37288 | CHO-V1R cells, Fluo-8 calcium fluorescence, agonist mode; 0% DMSO, 100% 3 nM vasopressin | activation, % at 3 µM | 0.25% of 320,000 active | AID 2797;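 active = activation above the mean activation of all tested compounds plus 3 SD, per screening run, cut at about 20% in these data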;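 note: signal is peak over basal fluorescence ratio across a 100 second FLIPR read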
OXTR potentiate: human OXTR potentiation | activation, % at 3 µM | CHO-OTR cells, Fluo-8 calcium fluorescence, potentiator mode; 0% = oxytocin EC15, 100% = EC100 | 0.061% of 320,000 active;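 active = activation above that plate's cutoff, the mean activation of tested compounds plus 3 SD, cut at about 6.6% in these data, passing the limit was not always enough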;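 note: 100% uses oxytocin at 75 nM as the full agonist control; some results filed as inactive read as strong as hits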
Target sequence (P30559 whole entry, looked up): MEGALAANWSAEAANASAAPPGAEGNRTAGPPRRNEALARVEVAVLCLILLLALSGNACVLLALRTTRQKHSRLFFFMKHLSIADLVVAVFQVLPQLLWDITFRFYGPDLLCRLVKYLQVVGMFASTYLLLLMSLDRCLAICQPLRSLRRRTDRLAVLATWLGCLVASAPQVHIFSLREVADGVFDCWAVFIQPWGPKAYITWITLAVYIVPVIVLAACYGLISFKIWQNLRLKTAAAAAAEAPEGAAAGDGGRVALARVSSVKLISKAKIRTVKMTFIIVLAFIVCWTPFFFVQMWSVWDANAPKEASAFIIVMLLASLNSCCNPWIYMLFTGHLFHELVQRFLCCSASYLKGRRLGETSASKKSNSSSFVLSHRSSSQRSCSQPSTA
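Measured by – Fluo-8 calcium dye fluorescence · Test system – human OTR in CHO cells · Dosing – one concentration, 3.0 µM compound · Controls – EC15 oxytocin alone as 0%, 75 nM oxytocin as 100% · Evaluation – normalized max/min fluorescence ratio, % activation · Timing – 6 min pre-incubation, 100 s read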
TAAR1 ag: agonists of human TAAR1. CHO RD-HGA16 TAAR1, Fluo-8 calcium fluorescence; vehicle wells 0%, saturating PEA agonist 100%. Q96RJ0. activation, % at 3 µM. AID 624467. 0.99% of 360,000 active;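 active = activation above the mean activation of all test compounds in the run plus 3 SD, cut at about 38% in these data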
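Assay system – CHO-derived RD-HGA16 cells with stable Gα16 and human TAAR1 · Compound dosing – one-point dosing at 3 µM (nominal) · Incubation – 17-24 h seeding, 75 min 37 °C dye, 30 min RT · Measured by – kinetic Fluo-8 calcium fluorescence · Control set – DMSO vehicle as 0%, PEA at EC100 as 100% · Repeats – single well for each compound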
CHO parental Ca: counter-screen: ATP calcium response change in parental CHO cells; 0.63% of 330,000 active; AID 463079; inhibition, % at 5.6 µM; parental CHO-K1, ATP-induced calcium, Fluo-8 fluorescence;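 active = inhibition above that plate's mean sample inhibition plus 3 SD, cut at about 26% in these data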;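 note: 0% = ATP-challenged DMSO wells and 100% = DMSO wells without ATP; some compounds past the cut are filed as inactive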
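Measured by: calcium-sensitive Fluo-8 fluorescence / Test system: CHO parental line / Controls: ATP-challenged DMSO wells low, unchallenged DMSO wells high / Measure: % inhibition / Compound: single nominal dose of 5.6 µM per compound / Replicates: single well per compound, no replicates / Reagent: ATP as calcium-mobilizing challenge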
CHRM1 agonist: activates human CHRM1 receptor; P11229; CHO-K1 hM1, Fluo-8 calcium fluorescence, agonist mode; 0% DMSO, 100% acetylcholine EC100; activation, % at 3 µM; 0.33% of 360,000 active; AID 588814;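 active = activation above the run's mean compound activation plus 3 SD, cut at about 16% in these data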;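 note: peak over basal fluorescence ratio within a 140 s kinetic read after compound addition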
Target sequence (P11229 whole entry, looked up): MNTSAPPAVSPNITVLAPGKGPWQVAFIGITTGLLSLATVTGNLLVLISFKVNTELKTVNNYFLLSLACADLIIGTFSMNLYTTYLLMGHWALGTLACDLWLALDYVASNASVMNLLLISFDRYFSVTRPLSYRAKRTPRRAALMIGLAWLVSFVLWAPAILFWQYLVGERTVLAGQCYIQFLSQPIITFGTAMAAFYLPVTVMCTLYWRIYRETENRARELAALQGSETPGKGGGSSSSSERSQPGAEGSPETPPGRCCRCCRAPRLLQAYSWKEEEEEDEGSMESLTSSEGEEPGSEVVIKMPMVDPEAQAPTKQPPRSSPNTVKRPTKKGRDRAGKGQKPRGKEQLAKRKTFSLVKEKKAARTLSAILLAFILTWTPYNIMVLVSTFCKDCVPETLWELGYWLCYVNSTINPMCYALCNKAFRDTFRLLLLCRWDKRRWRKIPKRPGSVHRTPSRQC
CHO-K1 Ca PAM: nonselective activator or artifact in parental CHO-K1 calcium assay; 0.02% of 360,000 active; ATP EC20, Fluo-8 calcium fluorescence; 0% at ATP EC20, 100% at ATP max; AID 602247; activation, % at 3 µM;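 active = activation above the run cutoff, the mean activation of all test compounds plus 3 SD, cut at about 40% in these data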;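 note: peak over basal fluorescence ratio in a 140 s read after ATP addition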
TAAR1 antag: antagonists of human TAAR1. Q96RJ0. CHO RD-HGA16 TAAR1, Fluo-8 calcium fluorescence, antagonist. inhibition, % at 3 µM. 1.5% of 360,000 active. AID 624466;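 active = inhibition above a per-plate cutoff, the mean inhibition of test compounds on that plate plus 3 SD, cut at about 49% in these data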;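 note: 0% = DMSO plus EC80 beta-PEA response and 100% = DMSO alone without agonist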
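Material: RD-HGA16 CHO cells with stable hTAAR1 and Gα16; Dosing: single nominal final test compound concentration of 3 µM; Schedule: seeding 17-24 h prior, 75-min 37 °C, 30-min RT dye loading; Detection: kinetic Fluo-8 calcium fluorescence measurement; Measure: % inhibition from peak post-agonist over basal fluorescence ratio; Benchmarks: vehicle and agonist controls.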
Numbers without * were called inactive; · = no result given.

SMILES	CHO-K1 Ca antag	CHO-K1 Ca ag	V1R ag counter	OXTR potentiate	TAAR1 ag	CHO parental Ca	CHRM1 agonist	CHO-K1 Ca PAM	TAAR1 antag
COC(=O)/C(=C1/Oc2cc3c(cc2S1)OCO3)C(F)(F)F	-23	0.7	1.1	-8	5	-10	-3	15	3
CCCCn1c(N)c(N(CCOC)C(=O)COC(=O)CNC(=O)c2ccc(Cl)c(Cl)c2)c(=O)[nH]c1=O	-21	0.7	·	·	-1	·	-5	7	12
CC(C)CNC(=O)CC(=O)N/N=C/c1ccc(F)cc1	-3	0.9	0.3	12*	4	4	-6	12	14
COc1cc(NC(=O)c2cccc(Br)c2)nc(OC)n1	2	0.0	0.2	-5	7	-16	-3	7	0
Cc1ccc([C@@H]2C[C@H]3[C@@H](CN2S(=O)(=O)c2ccc(Cl)cc2)C(=O)C[C@@H](c2ccc(C)cc2)N3S(=O)(=O)c2ccc(Cl)cc2)cc1	-17	1.2	·	·	3	·	-3	22	-17
COC[C@@H]1CCCN1[C@H]1CS(=O)(=O)N[C@@H]1COCc1ccccc1	14	0.3	·	·	0	·	-6	3	-22
O=C(O)CN1C(=O)/C(=C\c2cc(Br)ccc2OCc2ccc(F)cc2)SC1=S	-12	-0.9	-0.6	-7	0	-22	2	20	8
COc1ccccc1CN1CCCC(CN(CCN(C)C)C(=O)c2ccc(C)cc2)C1 (configuration not stated)	-10	0.1	0.2	-1	0	-11	-9	-7	-2
CCOC(=O)C1CCCN(C(=O)CSc2nc(C)cc(C)n2)C1 (configuration not stated)	-4	0.2	0.5	-8	35	-6	38*	10	24
Cc1c(Cc2ccccc2)c(=O)oc2cc(OC(=O)c3ccccc3)ccc12	9	0.0	0.2	-9	-1	4	-1	-6	12
Nc1nc(Nc2ccc(Cl)cc2Cl)nc(C(F)(F)F)n1	-9	-0.1	-0.6	-13	12	-11	-4	-3	-4
Cc1ccc(CC(=O)Nc2ccccc2N2CCOCC2)cc1C	-4	0.8	-0.7	-1	-1	-24	-5	19	14
Cc1ccc(C(=O)OCC2OC3OC(C)(C)OC3C2O)cc1 (configuration not stated)	-5	0.1	0.4	-9	3	-6	-2	1	1
Cc1ccc(S(=O)(=O)N2CCOC2CNC(=O)C(=O)NCc2ccc(Cl)cc2)cc1 (configuration not stated)	-16	3.3	3.2	-10	5	-18	0	21	-14
COc1ccc(NS(=O)(=O)c2cc(C(=O)N(C)CCc3ccccn3)ccc2Cl)cc1	-12	0.6	·	·	2	·	-4	11	3
O=C(Nc1ccc2c(c1)OCO2)c1cccc(Cl)c1	-8	-0.1	-0.7	-14	-1	-6	-6	14	-2
Cc1ccc(CN2CC(=O)N3[C@H]4c5cc(Cl)ccc5OC[C@@H]4[C@H](c4ccccc4)[C@]3(C)C2=O)cc1	10	-0.3	2.2	-8	2	-36	-1	-17	-5
CC(=O)Nc1cccc(NC(=O)c2ccccc2Cl)c1	0	0.1	·	·	1	·	-4	9	-18
CCOC(=O)c1ccc(NC(=O)NCc2ccc(OC)cc2)cc1	13	2.9	5.8	-13	3	-26	-5	0	13
CC1=CC(=O)C=C(C)C1=NOC(=O)/C=C\c1ccccc1	18	-0.3	1.2	4	0	-2	-1	-15	0
O=C(CSc1nc(O)c(C(c2ccccc2)c2ccccc2)c(=O)[nH]1)N1CCOCC1	-6	0.3	0.5	0	2	-9	-1	4	-9
Cc1cc(NC(=O)C2CCCN(S(=O)(=O)c3c(C)noc3C)C2)no1 (configuration not stated)	1	0.2	0.4	-5	1	-4	-4	9	-19
O=C(NCCC1=CCCCC1)c1ccc2c(=O)n3c(nc2c1)CCCCC3	5	1.6	0.6	-11	4	-7	-7	-6	8
Cc1ccsc1C1C2=C(CCCC2=O)Nc2ncnn21 (configuration not stated)	31*	-0.2	1.4	5	6	-2	-1	-4	14
COCCCn1c(=S)[nH]c2c(sc3ccccc32)c1=O	7	-0.2	0.3	-1	2	-4	-2	-6	-21
Cc1onc(-c2c(Cl)cccc2Cl)c1COC(=O)c1ccc([N+](=O)[O-])cc1	-7	0.0	-0.2	-12	-1	-16	-3	3	11
COc1ccc(S(=O)(=O)N(Cc2ccccc2)Cc2nc3ccccc3c(=O)[nH]2)cc1	-11	1.2	0.7	-8	12	-26	-5	13	30
COc1cccc(N2CCN(C(=O)C3CCCN(S(=O)(=O)c4cnc[nH]4)C3)CC2)c1 (configuration not stated)	3	0.5	1.0	-1	1	-5	1	2	-6
CCN(CC)CCNC(=O)c1cc2c(-c3ccc(Cl)cc3)nn(C)c2s1	-3	0.6	0.9	-3	3	-23	-11	10	0
CC(C)C1=NN(C(=O)c2cccnc2)C(O)(C(F)(F)F)C1 (configuration not stated)	-9	0.6	-0.6	-5	·	5	-4	21	·
O=[N+]([O-])c1cc(NCCO)c(N2CCCCCC2)c2nonc12	-5	2.0	0.6	-8	1	-4	-5	10	-6
O=C(NCCc1ccccn1)c1ccc(COc2ccccc2)o1	-6	1.4	-0.1	3	14	-1	-4	5	8
N#Cc1c(Cl)nc2c(c1C#N)CCCC2	-9	0.3	0.3	7	0	-34	-3	12	-15
COc1ccc(CN2CCn3ncc(C(=O)Nc4cc(C)cc(C)c4)c3C2=O)cc1	-10	3.8	3.8	-11	14	24	0	20	19
COc1ccc(NS(=O)(=O)c2cccc(C(=O)OCC(=O)c3c(N)n(C)c(=O)n(C)c3=O)c2)cc1	-22	2.0	0.2	-6	5	-12	-6	17	11
CC(C)(C)C(=O)Nc1nnc(SCC(=O)Nc2nccs2)s1	-1	0.8	1.0	2	0	-10	0	-3	-8
CCN1C=C(Cc2ccccc2C)C2=C(C1)C(c1ccccc1C)C(C#N)=C(N)O2 (configuration not stated)	-8	0.9	-0.5	-12	5	-19	-6	17	26
CC(=O)N1CCN(c2ccc(NC(=O)c3ccc(N4CCCC4)c([N+](=O)[O-])c3)cc2Cl)CC1	-18	0.8	3.3	-2	16	-17	-6	4	29
COCC(=O)n1nc(-c2ccccc2)nc1NCc1ccc(N(C)C)cc1	-9	0.7	0.4	-11	-2	-23	-4	-11	6
Cc1cc(CNCCN(C)C)c(C)n1-c1cc(S(=O)(=O)N2CCOCC2)ccc1N1CCCC1	-6	0.3	·	·	2	·	-8	13	-17
CCOC(=O)c1cnc(-n2nc(C)cc2C)nc1N(CC)CC	5	-0.1	-1.3	-3	3	9	-5	0	2
Cc1cccc(C(=O)N[C@@H](C)C(=O)N2CCN(c3ncccn3)CC2)c1	-26	0.1	1.3	4	17	-13	-1	20	3
C=CCc1ccc(OCCCCN2CCC(C)CC2)c(OC)c1	11	-0.2	1.3	-7	4	-20	-11	-5	-17
O=C(c1cc2cc([N+](=O)[O-])ccc2s1)N1CCCCC1	-16	2.7	1.9	-14	1	-14	-2	19	22
Cc1ccc(S(=O)(=O)N2CCN(CCOc3c(Cl)cccc3Cl)CC2)cc1C	-23	0.3	0.9	-8	1	-22	-4	19	1
CCOc1cc(/C=C/C(=O)OCC(=O)NC2CCS(=O)(=O)C2)ccc1OCc1ccccc1 (configuration not stated)	-12	-0.3	-0.9	-5	5	-26	-8	-2	-26
Cc1cccc(CC(C)NC(=O)CCc2nnc(-c3ccccc3)o2)n1 (configuration not stated)	-11	0.2	-1.2	-1	0	-20	-1	6	-3
Cn1c(=O)c2c(ncn2CC(COCc2ccccc2Cl)OCc2ccccc2Cl)n(C)c1=O (configuration not stated)	9	2.2	-1.0	1	13	-26	-3	0	23
Cc1cc(/C=N/n2cnnc2)c(C)n1-c1ccc(OCc2ccc(Cl)cc2Cl)cc1	43*	7.6	2.8	-21	·	45*	-1	-4	·
CC1=C(C(=O)Nc2ccccc2C)C(c2ccc(C)o2)N2C(=O)CSC2=N1 (configuration not stated)	-11	1.4	2.6	-6	6	-10	-6	25	5
CCOc1ccccc1NC(=O)C(c1ccccc1)N1CCN(CC(=O)N2CCCC2)CC1 (configuration not stated)	-11	0.3	0.3	6	6	-25	-2	6	-28
O=C(NNC(=O)c1ccccc1-n1cccc1)c1ccc(Cl)nc1	-12	-0.2	0.6	-5	4	-11	5	19	-21
C=CCNc1nc(SCC=C)nc2ccsc12	-9	0.3	0.1	-8	12	-28	-5	13	1

Part of the list above, limited to TAAR1 antag, CHRM1 agonist and CHO-K1 Ca ag.
molecule	TAAR1 antag	CHRM1 agonist	CHO-K1 Ca ag
COc1ccc(NS(=O)(=O)c2cc(C(=O)N(C)CCc3ccccn3)ccc2Cl)cc1	3	-4	0.6
O=C(Nc1ccc2c(c1)OCO2)c1cccc(Cl)c1	-2	-6	-0.1
